HDAC3 inh = HDAC3 deacetylase inhibitors, primary screen, biochemical, fluorescence, cell-free homogeneous. Histone deacetylase 3 (Homo sapiens), O15379. inhibition, % at 8.3 µM. recombinant HDAC3, fluorogenic peptide/trypsin coupled. 320,000 tested, 0.15% active; in the data active = inhibition above about 26%, passing the limit was not always enough; inconclusive = no clear call, values can overlap the other calls
Target sequence (O15379 whole entry, looked up): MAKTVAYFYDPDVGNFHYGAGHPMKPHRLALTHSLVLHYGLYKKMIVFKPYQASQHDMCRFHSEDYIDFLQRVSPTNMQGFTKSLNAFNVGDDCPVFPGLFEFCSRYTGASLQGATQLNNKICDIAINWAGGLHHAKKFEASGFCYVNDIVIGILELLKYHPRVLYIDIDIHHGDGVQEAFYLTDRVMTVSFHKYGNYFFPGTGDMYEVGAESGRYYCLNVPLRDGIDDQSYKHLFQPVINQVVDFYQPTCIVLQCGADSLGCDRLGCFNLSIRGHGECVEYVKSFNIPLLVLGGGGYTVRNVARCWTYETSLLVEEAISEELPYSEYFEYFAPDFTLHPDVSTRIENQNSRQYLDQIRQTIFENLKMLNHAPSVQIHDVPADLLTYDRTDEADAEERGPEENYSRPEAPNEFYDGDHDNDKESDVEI
HSF1 inh = HSF1 inhibitors in luciferase reporter cells, primary screen, cell-based, NIH3T3, luminescence | AID 2098, 2009 | activity change, negative = inhibition, % at 7.5 µM (by protocol) | NIH3T3-HGL HSE-luciferase, MG132-induced, luminescence 8 h; hits give low values | 300,000 tested, 0.77% active;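 active = more than half of replicate wells show activity change below -50%, luminescence cut by over half; inconclusive = some wells, but at most half, below -50%; inactive = no replicate well below -50%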;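 note: luciferase reports HSF-1 transcriptional activity via heat shock element; 0% = median of DMSO wells and -100% = zero luminescence signal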
HIF act = HIF pathway transcriptional activators, primary screen, cell-based, U2OS HRE-luciferase, luminescence; 300,000 tested, 0.32% active; AID 1910, 2009; activation, % at 7.5 µM (by protocol); U2OS HRE-luciferase reporter; normalized: DMSO 0%, desferrioxamine 100%;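 active = mean activation of at least 10% of the iron chelator positive control signal, with at least half of replicates also reaching 10%; inconclusive = mean and replicate majority disagree about reaching 10%; inactive = mean and most replicates under 10%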
HSF-1 act = HSF-1 activators, primary screen, NIH3T3-HGL cells, MG132 stress, luminescence, single point; AID 504408, 2011; activation, % at 9 µM; 300,000 tested, 1.7% active; NIH3T3-HGL HSF-1 luciferase reporter, 8 h; 100% = twice DMSO control signal;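 active = mean replicate activation of at least 50% with a set share of replicates each reaching 50%; inconclusive = only one of those two conditions met; inactive = mean below 50% and too few replicates reaching it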;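 note: 0% = median of the neutral control wells and 100% = twice that signal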
KLF5 inhibitor = KLF5 expression inhibitors, primary screen, DLD-1 cells, luminescence | inhibition, % at 5 µM | 290,000 tested, 0.23% active | AID 1700, 2009 | DLD-1 KLF5 promoter-luciferase reporter;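 active = inhibition above a per-plate limit of that plate's mean compound inhibition plus 3 SD, cut at about 60% in these data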;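 note: 0% = DMSO wells and 100% = LY294002 at 200 µM; higher means less KLF5 promoter-driven luciferase light; inactives centre near -14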
AI-2 QS modul = Vibrio harveyi AI-2 quorum sensing modulators, primary screen, JMH597 strain, luminescence/OD600 ratio | Vibrio harveyi JMH597 AI-2 luminescence/OD600 ratio, 9 h; hits give low values; strain lacks LuxN and CqsS sensors; 0 = neutral-control median | activity change, % at 7.5 µM | 300,000 tested, 0.4% active | AID 2094, 2009; in the data active = activity change below about -75%, passing the limit was not always enough; inconclusive = no clear call, values can overlap the other calls;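 note: luminescence divided by OD600 gain over 9 h not by final OD600 alone; inactives centre near 13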
Platelet DG rel = inhibitors of platelet dense granule secretion, primary screen, cell-based, MLPCN, human platelets | 300,000 tested, 0.22% active | human platelet-rich plasma, SFLLRN dense granule ATP release, luminescence | inhibition, %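 (compounds screened at 7.5 µM in platelet-rich plasma)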;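 active = mean replicate score, as percent of positive control, at or above 50; inconclusive = mean below 50 but at least one replicate at or above 50; inactive = mean and every replicate below 50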
IEC-6 cytotox = cytotoxicity in IEC-6 intestinal epithelial cells, primary screen, cytotoxicity control for KLF5 inhibitor project, cell-based, luminescence. inhibition, % at 5 µM. AID 1825, 2009. 290,000 tested, 0.78% active. IEC-6 cytotoxicity, luminescence viability; in the data active = inhibition above about 22%;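 note: 0% = plate median of test compound wells and 100% = cytotoxic reference compound wells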
aSyn UTR inh = MLPCN primary screen, SNCA 5' untranslated region; inhibition, % (tested at 7.5 µM); alpha-synuclein 5'UTR reporter, inhibitor activity; 300,000 tested, 0.82% active; AID 1813, 2009; in the data active = inhibition above about 60%; inconclusive = no clear call, values can overlap the other calls;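 note: H4 neuroglioblastoma cells stably carrying SNCA 5'UTR luciferase fusion; 0% = DMSO wells and 100% = positive control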
HSP90 inh = HSP90 inhibitors, primary screen, cell lysate, luminescence; Heat shock protein HSP 90 (rabbit reticulocyte lysate; luciferase refolding); 290,000 tested, 0.91% active; inhibition, % at 5.6 µM; Rabbit reticulocyte lysate, luciferase refolding luminescence, 3 h;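 active = inhibition above the screen-wide mean plus 3 SD, computed separately per campaign, cut at about 16% in these data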;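 note: 0% = DMSO wells and 100% = 60 µM geldanamycin wells; inhibitors lower the luminescence because luciferase stays unfolded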
Numbers without * were called inactive; ? = inconclusive; nt = no result given.

SMILES	HDAC3 inh	HSF1 inh	HIF act	HSF-1 act	KLF5 inhibitor	AI-2 QS modul	Platelet DG rel	IEC-6 cytotox	aSyn UTR inh	HSP90 inh
O=C(Nc1ccccc1)NC1CS(=O)(=O)CC1O (stereo not drawn)	1	-8	-0.4	-7	7	16	1	-11	-18	3
O=C(O)c1ccc(-n2ncc3c2/C(=C/c2cccc([N+](=O)[O-])c2)CC3)cc1	-2	3	0.1	-3	6	51	-19	-5	-1	4
COc1cccc(NC(=O)C2C3C=CC(C3)C2C(=O)O)c1 (stereo not drawn)	1	-14	0.2	-10	2	nt	-1	7	-8	0
CCCOc1ccc(C(CC(=O)O)NS(=O)(=O)c2ccc(NC(C)=O)cc2)cc1 (stereo not drawn)	-2	2	-0.3	13	4	24	2	-10	2	-3
FC(F)(F)c1ccc(N/N=C/c2cccnc2)nc1	0	21	-14	44	-90	3	-7	-2	-115	0
CCc1ccc(-n2c(C)n[nH]c2=S)cc1	7	-2	-0.4	-9	-18	-6	-5	-11	-4	0
CC(C)NCC(O)COc1ccc(Br)cc1 (stereo not drawn)	3	-3	-0.3	-5	0	12	8	-6	2	4
Cc1ccc(NC(=O)CCC(=O)c2cc(C)sc2C)nc1	nt	-2	-0.3	-6	nt	57	9	nt	12	nt
O=Cc1cc2ccccc2nc1SCc1ccc(Cl)c(Cl)c1	1	-10	0.3	-8	-18	9	-3	1	109*	0
O=c1oc2ccccc2c2oc3cc(O)c(O)cc3c12	0	-1	6.7	14	-40	17	16	-2	-83	-6
CCC(C)NC(=O)C1CN(S(=O)(=O)c2ccccc2)CCN1S(=O)(=O)c1ccccc1 (stereo not drawn)	11	-2	0.3	0	-11	-24	0	3	-3	5
Cc1ccc(CN(C(=O)COc2ccc([N+](=O)[O-])cc2)C2CCS(=O)(=O)C2)o1 (stereo not drawn)	5	1	1.3	9	-5	6	9	-6	-3	3
COCCCn1c(C(=O)N2CC(C)OC(C)C2)cc2c(=O)n3cccc(C)c3nc21 (stereo not drawn)	-16	10	0.4	0	9	-3	-5	-2	-71	1
Cn1nc(C(C)(C)C)cc1C(=O)O	-1	-2	1.4	-6	-20	27	-3	1	24	1
CCCc1noc2c1C(c1cc(Br)ccc1F)C(C#N)=C(N)N2 (stereo not drawn)	-6	-17	-0.1	-26	-17	18	-2	6	-6	-1
CCOC(=O)C(C)Sc1nc(N)c(NC(=O)c2ccc(OC)c(OC)c2)c(=O)[nH]1 (stereo not drawn)	nt	-7	2.2	-6	-4	34	-3	-1	3	-2
O=C(COc1ccccc1F)NC1CCN(Cc2ccccc2)CC1	4	2	-0.5	3	-13	20	-3	-5	-19	-3
O=c1c2ccccc2cnn1Cc1n[nH]c(=S)n1-c1ccc(F)c(Cl)c1	-2	0	0.3	-20	-47	3	-3	-2	-1	2
CC1=C(C(=O)OC(C)C)C(c2ccc(Br)s2)NC(=O)N1C (stereo not drawn)	8	11	-0.2	27	-10	6	5	2	9	0
CC(C)c1nc(SCC(=O)c2ccc(F)cc2)c2ccccc2n1	nt	?	0.2	-61	-27	13	-8	0	28	-2
Cc1ccc(NC(=O)CNC(=O)c2ccc(C)s2)nc1	-2	-1	0.7	-2	nt	4	-17	nt	-2	nt
O=C(Nc1cccc(F)c1)c1ccc(S(=O)(=O)N2CCOCC2)cc1	4	-9	-0.3	-26	-6	14	-8	-2	0	-2
COc1ccc(OCC(=O)N/N=C\c2ccco2)cc1	8	-2	0.3	6	-5	8	-3	8	-1	6
COc1cc(NC(=O)CSc2nc3cc(C)ccc3cc2C)c(C(=O)O)cc1OC	5	-2	-0.1	3	-9	6	-5	-1	-27	4
Cn1ccnc1C(O)c1ccco1 (stereo not drawn)	4	-2	0.2	10	-15	4	1	5	-3	-2
COC(=O)C1(C(=O)OC)NOC2C(=O)N(c3ccccc3)C(=O)C21 (stereo not drawn)	-3	-4	0.1	12	-6	13	-10	-2	-18	-1
O=C(NCC(c1ccco1)N1CCN(c2ccccc2)CC1)C(=O)NC1CCCCC1 (stereo not drawn)	-4	3	-0.1	1	nt	13	14	nt	-8	nt
CCCCCn1c(CN2CCN(C)CC2)nc2c1c(=O)n(C)c(=O)n2C	0	-3	0.1	-1	4	17	-11	6	-18	3
CSc1ccccc1C(=O)NC(C)c1ccc(-n2ccnc2)cc1 (stereo not drawn)	0	-1	0.2	25	-21	7	-15	0	-10	-1
Cc1cccc(-c2nc3ccccc3c(=O)n2N)c1	-2	0	1.9	-6	-32	7	-2	0	-6	4
O=C(Nc1ccccc1)c1ccc(=O)n(Cc2cccc(Cl)c2)c1	1	-18	-1.2	-37	6	28	2	10	-14	7
O=C(NC1CCN(C(=O)Nc2cccc(F)c2)CC1)c1ccco1	-2	-6	-0.2	8	-43	25	1	-1	0	3
Cc1ccc([C@@H]2C3COCC=C3C(C#N)=C(N)C2(C#N)C#N)o1 (stereo partly drawn)	nt	11	-0.2	50	-15	20	-3	7	4	1
C=C(C)COc1ccc(-c2n[nH]c(C)c2-c2ccccc2OC)c(O)c1	16	-5	0.0	2	-3	15	0	-1	-15	-1
O=C(O)CCC(=O)OCC1CCCCC1	-1	-4	0.1	-4	-20	3	7	6	-8	5
C=CCn1c(CSCc2ccccc2)nnc1SCC(=O)NCc1ccccc1	1	6	-0.4	25	1	5	0	3	6	2
COC(=O)c1ccsc1NC(=O)c1ccccc1	-2	5	0.0	3	-18	10	15	-6	-31	-2
Cc1ccc2cc(/C=C3\N=C(c4ccccc4)OC3=O)c(N3CCOCC3)nc2c1	-3	3	0.8	25	2	10	-2	5	-3	-2
CC(/C=C1\SC(=S)N(NS(=O)(=O)c2ccccc2)C1=O)=C\c1ccccc1	4	0	-0.6	-15	-1	42	4	1	-14	0
Cc1ccccc1CS(=O)(=O)CC(O)CN1CCCC1=O (stereo not drawn)	0	4	-0.7	13	3	27	6	2	8	0
COc1ccc(NC(=S)Nc2cc(S(=O)(=O)N3CCCCC3)ccc2OC)cc1	-1	5	0.5	18	-49	11	20	3	-22	1
CCOC(=O)C1=C(N)OC2=C(C(=O)CCC2)C1c1cccnc1 (stereo not drawn)	-3	-2	-0.4	-2	-24	5	5	-3	0	4
COc1cccc(N2CCN(C(=O)CN(c3ccc(C)cc3)S(=O)(=O)c3c(C)n[nH]c3C)CC2)c1	4	-2	-0.5	-12	-37	15	4	0	1	-2
CSc1ccccc1C(=O)Nc1cc(C)ccc1C	-2	21	-0.3	58*	-3	21	0	-5	-7	-1
Cc1csc(NC(=O)c2ccc3c(c2)OCO3)n1	4	16	-0.3	15	-127	3	3	0	-81	13
O=C(COC(=O)[C@@H]1CC(O)CN1S(=O)(=O)c1ccc2c(c1)OCCO2)Nc1ccccc1F (stereo partly drawn)	1	-3	1.1	-4	-36	18	-6	-2	2	-3
CC(C)c1ccc(C(=O)NCCCN2CCN(CCCNC(=O)c3ccc(C(C)C)cc3)CC2)cc1	1	5	0.2	17	-25	22	0	4	-26	2
CCN(CC)c1ncnc2c1cnn2C	7	-2	-0.1	-2	0	15	-2	2	17	1
CCCCc1ccc(CC(=O)O)cc1	7	6	-0.5	36	-15	38	4	0	-16	-1
Cc1ccccc1Cn1nc(C)c(NC(=O)/C=C/c2cnn(C)c2)c1C	5	4	-0.4	21	-33	14	2	-6	-13	-3
CCc1ccc(NC(=S)N(CCCN2CCN(C)CC2)Cc2cccs2)cc1	1	-1	-0.1	-5	-22	1	7	-1	0	4
CCOC(=O)C(=O)N1CCC(C(=O)OCC)CC1	-5	-8	1.5	-2	-10	11	7	1	-15	1
CN1CCSc2ccc(C(=O)NCc3ccccc3F)cc21	-69	-12	2.4	-29	-43	15	73*	0	-54	-3
O=C1CC(c2c(F)cccc2Cl)C(n2cncn2)C(O)=C1C1NCCc2ccccc21 (stereo not drawn)	2	-5	-0.3	-4	-5	27	6	0	-14	-1
CN(C)C(=O)COC(=O)/C=C/c1cn(-c2ccccc2)nc1-c1cccs1	8	-12	0.4	10	-12	11	5	8	-3	-1
Nc1ccc(Oc2ccc3c(c2)C(=O)NC3=O)cc1	-4	3	-1.2	16	-61	15	6	-6	-2	0
O=S(=O)(c1ccc(Cl)nc1)N1CCc2ccccc21	2	4	0.1	-10	-17	16	0	-5	-16	1
COc1ccc(NC(=O)C2CCCN(S(=O)(=O)c3ccc4c(c3)oc(=O)n4C)C2)c(OC)c1 (stereo not drawn)	6	-7	-0.2	9	-26	11	-20	0	11	-1
Cc1ccc(OCCC(=O)OCC(=O)NC2CCS(=O)(=O)C2)cc1 (stereo not drawn)	-14	-3	0.2	-17	nt	36	-3	nt	-7	nt
Cc1ccc([N+](=O)[O-])cc1Nc1nc(N2CCOCC2)nc(N2CCOCC2)n1	-2	-7	-0.2	2	2	38	-1	-4	-3	0

Taken from above, two compounds:
SMILES	HDAC3 inh	HSF1 inh	HIF act	HSF-1 act	KLF5 inhibitor	AI-2 QS modul	Platelet DG rel	IEC-6 cytotox	aSyn UTR inh	HSP90 inh
CCCCc1ccc(CC(=O)O)cc1	7	6	-0.5	36	-15	38	4	0	-16	-1
Cc1ccccc1Cn1nc(C)c(NC(=O)/C=C/c2cnn(C)c2)c1C	5	4	-0.4	21	-33	14	2	-6	-13	-3

Further compounds
SMILES	HDAC3 inh	HSF1 inh	HIF act	HSF-1 act	KLF5 inhibitor	AI-2 QS modul	Platelet DG rel	IEC-6 cytotox	aSyn UTR inh	HSP90 inh
CC(C)(C)NC(=O)c1ccc2nsnc2c1	1	-2	0.2	3	-18	13	-2	-6	9	4
COc1ccc(NC(=O)CSc2nnc(C3CCCCC3)o2)c(OC)c1	3	-5	0.4	-4	-12	17	5	-2	-2	-1
C/C(CC(=O)Nc1ccc(Br)cc1)=N\NC(=O)Cc1csc(N)n1	nt	14	0.7	34	-33	21	-1	6	6	4
C=CCNC(=O)C1CCN(c2ccc(S(=O)(=O)N3CCOCC3)cc2[N+](=O)[O-])CC1	3	5	-0.5	-5	-22	14	3	-1	4	6
CC(C)(C)CC(=O)OCC(=O)Nc1cc(C(C)(C)C)nn1-c1ccccc1	-1	-10	-0.4	-5	-51	11	9	0	-31	-2
CCN(CC)S(=O)(=O)c1cc(C(=O)NC2=NCCS2)ccc1Cl	5	-9	1.6	-12	-19	21	-2	-4	-19	1
NC(=O)COC(=O)c1cc(=O)[nH]c2ccccc12	nt	-62*	-0.4	-71	-1	15	2	-2	6	-1
Cc1ccc(NC(=O)c2cccc(S(=O)(=O)N3CCCCC3)c2)cc1	7	-2	-0.6	6	-26	17	-9	-1	3	2
NNC(=O)CCN1CCN(C(c2ccccc2)c2ccccc2)CC1	4	-14	1.1	-11	-6	11	0	6	-12	1
